Pol kappa inh: qHTS for Inhibitors of Polymerase Kappa | DNA polymerase kappa (Homo sapiens), Q9UBT6 | purified Pol kappa, fluorescent DNA synthesis assay, 10 min | Potency, µM (titrated, usually from 107 µM), without a hit: at the top dose activity, negative = inhibition, actives largely listed as inhibitors | 400,000 compounds, 0.53% hits | AID 588579, 2011; note: % is set by controls: 0 for no effect and ±100 for the full control effect
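10 nM Pol kappa was preincubated with compounds for 15 min at room temperature. Reaction started with 50 nM (final) substrate. Fluorescence read kinetically at 0 and 10 min.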
BLM helicase inh: qHTS Assay for Inhibitors of Bloom's syndrome helicase (BLM); recombinant BLM DNA unwinding, fluorescence dequenching; 350,000 compounds, 0.2% hits; Potency, µM (series often up to 56.1 µM), for inactives: at the highest dose activity change, negative = inhibition, actives largely listed as inhibitors; RecQ-like DNA helicase BLM (Homo sapiens), P54132;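 note: plate controls were vehicle for no effect and no enzyme for full effect; nearly all actives have a fitted effect of over 35% in size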
Pol beta inh: qHTS Assay for Inhibitors of DNA Polymerase Beta; Pol beta primer extension/strand displacement, fluorescence kinetic; P06746; Potency, µM (top dose mostly 114 µM), for inactives: at the top dose activity change, negative = inhibition, hits mostly inhibitors; 340,000 compounds, 1.3% hits; note: % is set by controls: 0 for no effect and ±100 for the full control effect
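10 nM enzyme + cpd, 15 min RT; start with substrate 50 nM final; read 0 min and after 10 min RT. Corrected, normalized data; 4-parameter Hill curve fit.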
JMJD2A Tudor inh: qHTS Assay for Inhibitors of JMJD2A-Tudor Domain; Lysine-specific demethylase 4A (Homo sapiens), O75164; AlphaScreen JMJD2A-Tudor / H3K4me3 peptide binding; Potency, µM (series often up to 114 µM), without a hit: top-dose activity change, negative = inhibition, usual class: inhibitors; 390,000 compounds, 4.4% hits; note: % is set by controls: 0 for no effect and ±100 for the full control effect; nearly all actives have a fitted effect of over 50% in size
APE1 inh: qHTS Assay for Inhibitors of the Human Apurinic/apyrimidinic Endonuclease 1 (APE1); DNA repair nuclease/redox regulator APEX1 (Homo sapiens), P27695; recombinant APE1, TAMRA/BHQ-2 abasic DNA cleavage fluorescence; Potency, µM (series often up to 65.8 µM), for the others: at the top dose activity change, negative = inhibition, most hits filed as inhibitors; 350,000 compounds, 0.35% hits; AID 2517, 2012;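 note: plate controls were vehicle for no effect and reference inhibitor for full effect; nearly all actives have a fitted effect of over 55% in size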
Target sequence (P27695 whole entry, looked up): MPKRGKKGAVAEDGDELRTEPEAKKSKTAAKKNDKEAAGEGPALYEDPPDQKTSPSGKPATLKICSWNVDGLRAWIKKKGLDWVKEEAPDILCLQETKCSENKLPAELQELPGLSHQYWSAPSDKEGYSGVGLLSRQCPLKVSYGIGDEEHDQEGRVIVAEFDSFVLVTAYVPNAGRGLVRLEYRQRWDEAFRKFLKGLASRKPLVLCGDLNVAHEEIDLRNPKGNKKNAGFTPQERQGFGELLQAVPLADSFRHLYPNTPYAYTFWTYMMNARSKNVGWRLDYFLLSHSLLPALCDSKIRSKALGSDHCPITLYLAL
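Quantitative HTS: incision of a TAMRA/BHQ-2 double-stranded substrate bearing a tetrahydrofuran abasic site by 0.75 nM APE1 raises fluorescence. Substrate 50 nM final, added after 15 min compound preincubation at room temperature; progress as third-minus-first kinetic read difference.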
POLI inh: qHTS for Inhibitors of Polymerase Iota. Potency, µM (highest dose often 115 µM), inactives show top-dose activity, negative = inhibition, actives largely listed as inhibitors. Pol iota fluorescent replication assay, 10 min. DNA polymerase iota (Homo sapiens), Q9UNA4. 390,000 compounds, 1% hits
Target sequence (Q9UNA4 whole entry, looked up): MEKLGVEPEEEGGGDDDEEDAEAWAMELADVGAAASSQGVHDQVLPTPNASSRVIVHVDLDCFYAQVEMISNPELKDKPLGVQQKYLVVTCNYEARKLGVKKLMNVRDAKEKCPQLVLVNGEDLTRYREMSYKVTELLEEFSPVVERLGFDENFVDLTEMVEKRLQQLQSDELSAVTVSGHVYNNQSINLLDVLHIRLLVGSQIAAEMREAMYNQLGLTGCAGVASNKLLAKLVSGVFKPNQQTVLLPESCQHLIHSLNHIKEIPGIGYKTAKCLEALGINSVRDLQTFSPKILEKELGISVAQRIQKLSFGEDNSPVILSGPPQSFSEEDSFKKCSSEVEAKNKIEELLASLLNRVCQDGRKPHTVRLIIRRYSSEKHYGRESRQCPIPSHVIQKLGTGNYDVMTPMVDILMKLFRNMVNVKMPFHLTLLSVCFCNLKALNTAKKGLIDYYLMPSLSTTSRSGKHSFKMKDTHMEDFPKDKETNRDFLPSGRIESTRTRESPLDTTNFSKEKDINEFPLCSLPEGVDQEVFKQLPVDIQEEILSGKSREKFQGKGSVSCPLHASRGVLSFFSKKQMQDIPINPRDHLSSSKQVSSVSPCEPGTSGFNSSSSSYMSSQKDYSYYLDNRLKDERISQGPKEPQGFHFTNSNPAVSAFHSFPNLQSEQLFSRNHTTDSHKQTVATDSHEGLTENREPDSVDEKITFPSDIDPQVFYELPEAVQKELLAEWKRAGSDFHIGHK
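Pol iota at 10 nM preincubated 15 min with compounds at room temperature; reaction started with fluorescent substrate, 50 nM final. Fluorescence read kinetically at 0 and 10 min; buffer-only wells as negative control.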
G9a block: qHTS Assay for Inhibitors of Histone Lysine Methyltransferase G9a | Potency, µM (titrated, usually from 102 µM), inactives show at the top dose activity, negative = inhibition, usual class: inhibitors | G9a H3K9 monomethylation, AlphaScreen, 2 h | Histone-lysine N-methyltransferase EHMT2 (Homo sapiens), Q96KQ7 | AID 504332, 2011 | 350,000 compounds, 8.8% hits; note: % is set by controls: 0 for no effect and ±100 for the full control effect; nearly all actives have a fitted effect of over 75% in size
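Chemiluminescent proximity detection of H3K9 monomethylation, read after 10 min bead incubation in the dark. Reaction: 20 nM G9a, 500 nM biotin-H3K9 peptide, 20 uM SAM cofactor, 2 h, room temperature, following 15 min enzyme-compound preincubation.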
BAZ2B inh: qHTS Assay for Inhibitors of BAZ2B; Bromodomain adjacent to zinc finger domain protein 2B (Homo sapiens), Q9UIF8; AlphaScreen BAZ2B-H3K14Ac peptide displacement; Potency, µM (series often up to 114 µM), inactives show at the top dose activity change, negative = inhibition, usual class: inhibitors; 360,000 compounds, 4.4% hits; AID 504333, 2011; note: % is set by controls: 0 for no effect and ±100 for the full control effect; nearly all actives have a fitted effect of over 60% in size
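Multi-concentration screen (max 110 uM) measuring displacement of acetylated histone H3 peptide from BAZ2B by AlphaScreen, using 50 nM protein, 50 nM peptide and 10 ug/mL streptavidin donor plus Ni-chelate acceptor beads.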
Pol eta inh: qHTS for Inhibitors of Polymerase Eta; 390,000 compounds, 1.2% hits; recombinant Pol eta, fluorescent DNA replication assay; AID 588591, 2011; Potency, µM (titrated, usually from 114 µM), without a hit: at the top dose activity change, negative = inhibition, hits mostly inhibitors; note: % is set by controls: 0 for no effect and ±100 for the full control effect
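Pol eta at 10 nM preincubated with compounds 15 min at room temperature; reaction started with fluorescent substrate (50 nM final) and read kinetically at 0 and 10 min.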
Starred values were filed as active, the others as inactive; u = inconclusive; x = not tested or not shown; & = joins results of further samples; [ ] = remark or other dose. Calls come from the whole dose curve; as a rule, active = well fitted curve in the direction sought with a large enough effect; inconclusive = small, poorly fitted or top-dose-only effect, or another doubt; inactive = no such curve, though single readings can be large; an effect the other way counts as inactive or inconclusive. Potency is the fitted concentration of half-maximal effect. An excerpt. The share of hits here may be higher or lower than overall.

SMILES | Pol kappa inh | BLM helicase inh | Pol beta inh | JMJD2A Tudor inh | APE1 inh | POLI inh | G9a block | BAZ2B inh | Pol eta inh
CN(Cc1ccccc1)C(=O)CCS(=O)(=O)c1ccc2c(c1)oc(=O)n2C | 3%&-1% | 2%&3% | 7%&-18% | 2%&6% | 23% | 35%&25%[activator] | 61%[activator] | 1% | -10%&-18%
Cc1coc2cc3oc(=O)c(CCC(=O)NCC(=O)O)c(C)c3cc12 | -14% | 1% | -1% | -15% | -5% | -17% | u | 10% | 6%
Cc1coc2c1c(C)cc1oc(=O)cc(C)c12 | 4% | 4% | 11% | -9% | x | 1% | -5%[59 µM] | 0% | 0%
Oc1ccccc1CN1CCCC(N2CCc3ccccc3C2)C1 (stereo not given) | -9% | 3% | 1% | -18% | 7% | 23% | -7%[0.501 µM] | 0% | -13%
CCCC(=O)n1nc(-c2ccc(Cl)cc2)nc1SC | -6% | -2% | 21% | 69%[activator] | 5% | -7% | 1%[12.7 µM] | 52%[activator] | -10%
CCN(CCCNS(=O)(=O)c1ccc2c(c1)CCN2C(C)=O)c1cccc(C)c1 | -2% | 6% | 0% | 22µM* | -5% | 28% | u | u | -16%
Cc1cccn2c(=O)c3cc(C(=O)NC4CCCC4)c(=N)n(CCc4ccccc4)c3nc12 | -4% | -4% | 43% | 0% | -9% | -16% | 2% | -5% | -2%
Cc1ccc(NC(=O)Nc2nnc(N3CCCCC3)s2)c(C)c1 | 2% | -1% | 0% | -10% | x | 44%[activator] | u | -25% | -17%
CN(Cc1c(F)cccc1Cl)C(=O)c1ccc(NC(=O)CC2SC(N3CCCCC3)=NC2=O)cc1 (stereo not given) | 7% | x | x | -11% | 42% | u | x | x | -10%
O=S(=O)(Nc1ccc(O)c2ccccc12)c1cccs1 | -10% | -12% | -9% | 13µM* | 11% | u | 7.1µM* | -33% | 3%
COc1ccc(-n2c(=O)c3c4c(sc3n(CC(N)=O)c2=O)CCCCC4)cc1 | -5% | -6% | 4% | -20% | u | 88%[activator] | -34% | -4% | -22%
CCOc1ccc(Cl)cc1CNCCCSc1nc(C)cc(C)n1 | 5% | 5% | 32% | -2% | 8% | -4% | x | u | -9%
Cn1cc(-c2ccc(Cl)cc2)cc(C#N)c1=O | -11% | -10% | 6% | -14% | 0% | 55%[activator] | -4%[12.7 µM] | -11% | -13%
Cc1ccccc1NC(=S)N(C)Cc1cn(C)c2ccccc12 | -7% | -1% | 21% | -26% | -2% | -16% | -9%[59 µM] | u | -14%
CC(=O)C1=C(C)N(Cc2ccccc2)C(=O)N[C@H]1c1ccco1 | -15% | -2%[12.4 µM] | -17% | -25% | -4%[12.4 µM] | u | -1%[59 µM] | -24% | u
COc1ccccc1NC(=O)C1=C(C)Nc2nc(SCc3ccccc3Cl)nn2C1c1cccnc1 (stereo not given) | 5% | -3% | 13% | -3% | x | 7% | 23%[59 µM] | -9% | 5%
O=C(Cn1c(=O)n(Cc2ccccc2)c(=O)c2sc3ccccc3c21)Nc1ccccc1 | -5% | 0% | -1% | -9% | x | 27% | 7%[59 µM] | -2% | -3%
COc1ccc2c(c1)CCCC(Br)C2=O (stereo not given) | -3% | x | x | 50µM* | x | u | x | x | u
CCOc1cc(C(=O)N2CCn3c4c(c5cc(C)ccc53)CCCC42)cc(OCC)c1OCC (stereo not given) | -19% | -1% | -8% | -13% | x | 13% | -2%[59 µM] | -14% | -12%
COC(=O)C(C)N(c1ccc(C)cc1)S(=O)(=O)c1c(C)[nH]c(=O)[nH]c1=O (stereo not given) | -10% | -2% | 2% | -16% | -11% | -6% | -7%[59 µM] | 2% | -6%
COc1ccc(Nc2ncnc3ccc(Br)cc23)cc1OC | -18% | -7% | -17% | -13% | 18% | 9% | -23% | -23% | -5%
CCSc1nnc(NC(=O)C2C3CCC(C3)C2C(=O)O)s1 (stereo not given) | -10% | -5% | 0% | -8% | 15% | -3% | 10%[59 µM] | -10% | 3%
Cc1ccc(CNC(=O)c2cc3c(=O)n4ccccc4nc3n(CC3CCCO3)c2=N)cc1 (stereo not given) | 2% | 4% | 0% | -17% | -1% | 8% | 13%[12.7 µM] | -1% | -13%
CCCNC(=O)Cn1nc(-c2ccc(F)cc2)c2cnc3ccc(F)cc3c21 | 23% | 0% | 5% | -17% | x | u | -2%[59 µM] | -35% | 4%
O=[N+]([O-])c1ccc(/C=N/Nc2ncc(-c3ccccc3)cn2)cc1 | -2% | -6% | -1% | -9%[11.4 µM] | -4% | 35% | -30% | -19% | -19%
C/C=C/c1ccc(OCC(=O)Nc2cc(S(=O)(=O)N3CCOCC3)ccc2N2CCCC2)c(OC)c1 | -9% | x | x | -28% | -15% | 11% | 50µM* | -8% | -10%
O=C(N/N=C/c1cc(Br)cs1)C(O)c1ccccc1 (stereo not given) | 3% | 1% | 27% | 10%[57.1 µM] | -4% | 57%[activator] | 7% | 9% | -9%
CCCOc1ccc(Cc2c(O)nc(SC)[nH]c2=O)cc1 | -1% | -11% | -2% | -12% | 3% | -11% | x | 8% | -4%
Cc1ccccc1NC(=O)Cc1nc(COC(=O)c2ccccn2)cs1 | -8% | x | x | 1% | -14% | 30% | 50µM* | 9% | -7%
C=CCn1c(COc2ccccc2F)nnc1SCC(=O)Nc1cc(C)on1 | 2% | -10% | 2% | 13% | 4% | 54%[activator] | 28%[12.7 µM] | -26% | -10%
Cc1cccc(N2CCN(C(=O)c3cccc(NC4=NC5CS(=O)(=O)CC5S4)c3)CC2)c1C (stereo not given) | 9% | -3% | u | -9% | -17% | 22% | 15% | u | -27%
Cc1cc2nc(CCN(C(=S)NCC3CCCO3)C3CCCC3)[nH]c2cc1C (stereo not given) | -10% | -10% | -16% | -22% | u | 11% | u | u | -10%
O=C1N(CCCN2C(=O)C3(OCCO3)c3ccccc32)c2ccccc2C12OCCO2 | -22% | -13% | 66% | -16% | 10% | 4% | -42%[59 µM] | -1% | 0%
COc1ccc(Cl)cc1Nc1nc(N2CCCC2)nc(N2CCCC2)n1 | x | 1% | -1% | x | 1% | x | -25%[12.7 µM] | -2% | x
Cc1cccc(-n2c(C)cc(C=C(C#N)C#N)c2C)c1 | -4% | 4% | -18% | -12% | 7% | 8% | 12%[59 µM] | -5% | -6%
COc1ccc(S(=O)(=O)N(C)C[C@H]2Oc3c(NC(=O)Cc4ccccc4)cccc3C(=O)N([C@H](C)CO)C[C@@H]2C)cc1 | -1% | x | x | -23% | 2% | 3% | x | x | -8%

Arranged by value in Pol kappa inh (falling): some entries from above
SMILES | Pol kappa inh | BLM helicase inh | JMJD2A Tudor inh | APE1 inh | POLI inh | G9a block | BAZ2B inh | Pol eta inh
Cc1cccc(N2CCN(C(=O)c3cccc(NC4=NC5CS(=O)(=O)CC5S4)c3)CC2)c1C (stereo not given) | 9% | -3% | -9% | -17% | 22% | 15% | u | -27%
C/C=C/c1ccc(OCC(=O)Nc2cc(S(=O)(=O)N3CCOCC3)ccc2N2CCCC2)c(OC)c1 | -9% | x | -28% | -15% | 11% | 50µM* | -8% | -10%
O=C1N(CCCN2C(=O)C3(OCCO3)c3ccccc32)c2ccccc2C12OCCO2 | -22% | -13% | -16% | 10% | 4% | -42%[59 µM] | -1% | 0%

Quoted from the listing.
Cc1ccc(NC(=O)Nc2nnc(N3CCCCC3)s2)c(C)c1 | Pol kappa inh: 2%
Cc1cc2nc(CCN(C(=S)NCC3CCCO3)C3CCCC3)[nH]c2cc1C (stereo not given) | Pol eta inh: -10%

More entries
SMILES | Pol kappa inh | BLM helicase inh | Pol beta inh | JMJD2A Tudor inh | APE1 inh | POLI inh | G9a block | BAZ2B inh | Pol eta inh
CC(C)CCNC(=O)CSc1nc2ccccc2nc1Cc1ccccc1 | -13%[60.1 µM] | -4% | 2% | -5% | x | 13% | 21%[59 µM] | 2% | -27%
COc1ccc(C(c2nnnn2C(C)(C)C)N2CCN(c3nc4ccccc4s3)CC2)cc1OC (stereo not given) | -7% | -8% | u | 14%[11.4 µM] | -10% | -5% | -41% | 79µM* | -13%
OCCCn1c(CCCNc2nc(-c3cccc(Br)c3)cs2)nc2cc(Cl)c(N3CCCCC3)cc21 | -17% | -9% | 22% | u | 12% | 18% | u | -30% | u
COc1ccc(N(CC(=O)NC2CCCCC2)C(=O)CNC(=O)c2ccco2)cc1OC | 1% | 3% | 7% | -2% | 2% | u | 23%[59 µM] | 13% | 13%

4 structures already listed, sorted by molecular weight, low to high:
SMILES | Pol kappa inh | BLM helicase inh | Pol beta inh | JMJD2A Tudor inh | APE1 inh | POLI inh | G9a block | BAZ2B inh | Pol eta inh
CC(C)CCNC(=O)CSc1nc2ccccc2nc1Cc1ccccc1 | -13%[60.1 µM] | -4% | 2% | -5% | x | 13% | 21%[59 µM] | 2% | -27%
COc1ccc(C(c2nnnn2C(C)(C)C)N2CCN(c3nc4ccccc4s3)CC2)cc1OC (stereo not given) | -7% | -8% | u | 14%[11.4 µM] | -10% | -5% | -41% | 79µM* | -13%
OCCCn1c(CCCNc2nc(-c3cccc(Br)c3)cs2)nc2cc(Cl)c(N3CCCCC3)cc21 | -17% | -9% | 22% | u | 12% | 18% | u | -30% | u
COc1ccc(S(=O)(=O)N(C)C[C@H]2Oc3c(NC(=O)Cc4ccccc4)cccc3C(=O)N([C@H](C)CO)C[C@@H]2C)cc1 | -1% | x | x | -23% | 2% | 3% | x | x | -8%

Screening results deposited in PubChem by National Center for Advancing Translational Sciences (NCATS).
